# Compound activity (PubChem BioAssay)
# BoNT-F LC inh: inhibitors of Botulinum neurotoxin F light chain protease. Multiplex microsphere protease cleavage assay, flow cytometry. inhibition, % at 10 µM. 360,000 compounds, 0.22% hits. AID 588497; in the data active = inhibition above about 35%, passing the limit was not always enough; inconclusive = no clear call, values can overlap the other calls; also: plate controls were buffer without enzyme for full effect and enzyme alone for no effect
# CCHF vOTU inh: CCHFV vOTU protease inhibition. inhibition, % at 11.5 µM. Pep-AMC fluorescence. 370,000 compounds, 0.55% hits; in the data active = inhibition above about 30%; also: 0% = vehicle wells with enzyme and 100% = no enzyme wells
# PrPC TRFRET: cell surface PrPC inhibition, primary TR-FRET screen | P04156 | TR-FRET read-out | inhibition, % at 13.8 µM | 370,000 compounds, 0.43% hits | AID 720596; in the data active = inhibition above about 24%; also: 0% = median of the test wells and 100% = reference compound wells
# DUSP3 inh: inhibitors of human VHR1 phosphatase (DUSP3) | P51452 | recombinant VHR phosphatase, pNPP absorbance | inhibition, % at 13.3 µM | 290,000 compounds, 0.52% hits; in the data active = inhibition above about 50%; also: some compounds called inactive have numbers as strong as hits
# SSB-PriA inh: K. pneumoniae PriA-SSBct interaction inhibition. AlphaScreen SSBct-PriA binding, biotinylated peptide. inhibition, % at 33 µM. 430,000 compounds, 0.6% hits. AID 1272365; in the data active = inhibition mostly above about 37%, no sharp cut-off; inactive = mostly below about 20%;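 also: plate controls were negative control peptide for no effect and reference peptide for full effect; strong numbers were not always called active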
# Rv3671c inh: inhibits the M. tuberculosis serine protease Rv3671c; P9WHR9; 320,000 compounds, 0.048% hits; inhibition, % at 5.96 µM; in the data active = inhibition above about 38%;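 also: extracellular domain of Rv3671c used as enzyme; 0% = enzyme with DMSO and 100% = no enzyme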
# BoNT-A LC inh2: blocks Botulinum neurotoxin A light chain protease; multiplex microsphere protease substrate cleavage, flow cytometry; inhibition, % at 10 µM; 360,000 compounds, 0.17% hits; also: plate controls were buffer without enzyme for full effect and enzyme alone for no effect
# MazF activator: MazEF (E. coli) toxin RNase activation; P0AE70; FAM/BHQ RNA-DNA oligo cleavage fluorescence, 5 h; activation, % at 20 µM; 350,000 compounds, 0.32% hits; AID 504720; in the data active = activation above about 50%
# Target sequence (P0AE70 whole entry, looked up): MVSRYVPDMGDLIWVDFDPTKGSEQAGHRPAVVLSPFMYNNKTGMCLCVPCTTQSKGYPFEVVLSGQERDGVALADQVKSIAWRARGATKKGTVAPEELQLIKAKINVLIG
# Anthrax LF prot: inhibitors of Bacillus anthracis lethal factor protease; P15917; multiplex microsphere protease cleavage assay, LF; inhibition, % at 10 µM; 360,000 compounds, 0.12% hits; AID 588501; also: plate controls were buffer without enzyme for full effect and enzyme alone for no effect
# Target sequence (P15917 whole entry, looked up): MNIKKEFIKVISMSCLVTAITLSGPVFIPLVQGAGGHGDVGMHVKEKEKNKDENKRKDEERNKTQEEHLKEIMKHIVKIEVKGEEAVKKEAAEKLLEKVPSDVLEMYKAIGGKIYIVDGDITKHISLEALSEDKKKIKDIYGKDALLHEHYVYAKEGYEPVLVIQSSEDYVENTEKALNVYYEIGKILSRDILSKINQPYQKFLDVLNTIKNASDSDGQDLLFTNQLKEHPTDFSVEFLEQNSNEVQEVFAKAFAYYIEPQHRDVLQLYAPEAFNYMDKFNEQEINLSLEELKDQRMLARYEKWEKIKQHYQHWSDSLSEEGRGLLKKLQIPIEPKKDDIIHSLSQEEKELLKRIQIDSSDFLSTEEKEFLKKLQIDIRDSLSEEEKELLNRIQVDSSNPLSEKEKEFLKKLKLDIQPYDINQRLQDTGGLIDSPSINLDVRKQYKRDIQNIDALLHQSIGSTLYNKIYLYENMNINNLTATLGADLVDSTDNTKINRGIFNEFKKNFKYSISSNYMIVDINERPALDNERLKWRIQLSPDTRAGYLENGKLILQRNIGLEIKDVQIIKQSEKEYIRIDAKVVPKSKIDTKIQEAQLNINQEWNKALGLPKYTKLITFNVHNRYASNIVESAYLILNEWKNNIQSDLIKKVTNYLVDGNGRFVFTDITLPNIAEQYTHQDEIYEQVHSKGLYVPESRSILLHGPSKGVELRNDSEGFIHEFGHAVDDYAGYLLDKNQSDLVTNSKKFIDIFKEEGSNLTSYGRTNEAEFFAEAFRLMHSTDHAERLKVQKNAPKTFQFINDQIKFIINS
# SARS 3CLpro inh: SARS-CoV 3CLpro protease inhibition | inhibition, % at 6 µM | P0C6X7 | 290,000 compounds, 0.14% hits | AID 1706 | recombinant SARS-CoV 3CLpro, quenched FRET peptide cleavage; in the data active = inhibition above about 12%
# * hit, by the source's call; u = inconclusive; x = no result given; & = joins results of further samples. Rule as the data show it, unless noted: active = inhibition above about 30%; inconclusive = no clear call, values can overlap the other calls; inactive = below that.
# The first twelve records (preview)
# Every second line gives: BoNT-F LC inh	CCHF vOTU inh	PrPC TRFRET	DUSP3 inh	SSB-PriA inh	Rv3671c inh	BoNT-A LC inh2	MazF activator	Anthrax LF prot	SARS 3CLpro inh
1) COc1ccc(S(N)(=O)=O)cc1C(=O)OCC1CCCCC1
 : -18	8	-3	1	-4	-5	-1.7	2	1	-6
2) COc1ccc(-c2nc(CN3CCC(c4ccccc4)CC3)c(C)o2)cc1OC
 : 2	10	0	18	0	2	0.0	0	0	3
3) Cc1ccc(NC(=O)CN(C)S(=O)(=O)c2cnc[nH]2)cc1C
 : -7	5	1	19	-13	-3	0.0	1	1	6
4) Cc1ccc2nc(NCC(=O)NN)nc(-c3ccccc3)c2c1
 : u	-31	-7	22	-18	-2	2.2	3	11	-3
5) CN(C(=O)c1cc(COc2ccc(F)cc2Cl)on1)C1CCCc2ccccc21 (centres undefined)
 : -2	1	-3	-1	-1	-7	-1.5	-7	-2	-1
6) COc1cc2[nH]c3c(=O)n(CCN4CCCCC4)cnc3c2cc1OC
 : 8	-7	0	53*	-12	5	-0.6	3	-1	-5
7) O=C(NC(=S)Nc1ccccc1C(=O)O)c1ccc2ccccc2c1
 : -13	-20	-1	5	12	8	-2.5	2	-8	1
8) O=[N+]([O-])c1ccccc1Nc1ccc(O)cc1
 : 3	7	-44	-2	47*	-1	-0.4	0	1	4
9) Cc1ccc(N2CC(=O)N(NC(=O)CN3CCN(c4ccccc4)CC3)CC2=O)cc1
 : -3	-4	4	18	-5	6	-0.2	1	-8	-5
10) O=C1C=C(c2cc(C(F)(F)F)cc(C(F)(F)F)c2)C[C@@H](c2ccc(Cl)cc2)C1
 : 3	1	1	x	-16	-7	-0.3	4	-4	x
11) COc1cc(CNCc2c[nH]c3ccccc23)cc(OC)c1
 : -6	-5	3	5	1	-2	-0.7	-7	1	1
12) CSc1nc(N)nc2c1ncn2Cc1ccccc1
 : 1	13	11	x	-3	x	-0.4	4	-1	x

# All compounds of this part, from the start:
# Every second line gives: BoNT-F LC inh	CCHF vOTU inh	PrPC TRFRET	DUSP3 inh	SSB-PriA inh	Rv3671c inh	BoNT-A LC inh2	MazF activator	Anthrax LF prot	SARS 3CLpro inh
1) COc1ccc(S(N)(=O)=O)cc1C(=O)OCC1CCCCC1
 : -18	8	-3	1	-4	-5	-1.7	2	1	-6
2) COc1ccc(-c2nc(CN3CCC(c4ccccc4)CC3)c(C)o2)cc1OC
 : 2	10	0	18	0	2	0.0	0	0	3
3) Cc1ccc(NC(=O)CN(C)S(=O)(=O)c2cnc[nH]2)cc1C
 : -7	5	1	19	-13	-3	0.0	1	1	6
4) Cc1ccc2nc(NCC(=O)NN)nc(-c3ccccc3)c2c1
 : u	-31	-7	22	-18	-2	2.2	3	11	-3
5) CN(C(=O)c1cc(COc2ccc(F)cc2Cl)on1)C1CCCc2ccccc21 (centres undefined)
 : -2	1	-3	-1	-1	-7	-1.5	-7	-2	-1
6) COc1cc2[nH]c3c(=O)n(CCN4CCCCC4)cnc3c2cc1OC
 : 8	-7	0	53*	-12	5	-0.6	3	-1	-5
7) O=C(NC(=S)Nc1ccccc1C(=O)O)c1ccc2ccccc2c1
 : -13	-20	-1	5	12	8	-2.5	2	-8	1
8) O=[N+]([O-])c1ccccc1Nc1ccc(O)cc1
 : 3	7	-44	-2	47*	-1	-0.4	0	1	4
9) Cc1ccc(N2CC(=O)N(NC(=O)CN3CCN(c4ccccc4)CC3)CC2=O)cc1
 : -3	-4	4	18	-5	6	-0.2	1	-8	-5
10) O=C1C=C(c2cc(C(F)(F)F)cc(C(F)(F)F)c2)C[C@@H](c2ccc(Cl)cc2)C1
 : 3	1	1	x	-16	-7	-0.3	4	-4	x
11) COc1cc(CNCc2c[nH]c3ccccc23)cc(OC)c1
 : -6	-5	3	5	1	-2	-0.7	-7	1	1
12) CSc1nc(N)nc2c1ncn2Cc1ccccc1
 : 1	13	11	x	-3	x	-0.4	4	-1	x
13) COc1ccc(NC(=S)Nc2nc(CC(=O)Nc3ccccc3OC)cs2)cc1
 : 3	5	6	26	18	-2	0.4	-1	-6	9
14) CN(C)CCCN(C(=O)c1ccc(S(=O)(=O)N2CCc3ccccc32)cc1)c1nc2ccc(Cl)cc2s1
 : 0	10	-6	6	-2&-12	-22	-0.2	-67	-3	0
15) Cc1ccccc1CC(=O)NC1CCN(Cc2ccccc2)CC1
 : u	-17	-7	-24	0	-7	-2.6	8	2	3
16) CSCCC(NC(=O)/C(=C/c1ccco1)NC(=O)c1ccco1)C(=O)O (centres undefined)
 : 3	-10	2	x	3	-3	0.3	-37	-14	x
17) Cc1ccc2cccc(OC(=O)N3CCCC3)c2n1
 : -10	1	-1	-2	-12	4	-8.9	-8	2	3
18) Cc1ccc(S(=O)(=O)N(CC(=O)O)Cc2ccccc2)cc1
 : 0	x	x	21	13&-1	2	0.1	9	-4	-6
19) O=C(c1csc2c1CCCC2)N1CCCCC1
 : 1	-3	0	-12	-11	1	0.7	2	0	-2
20) CSc1cnc2c(N)nc(N(C)C)nc2n1
 : 49*	10	-16	39	-8	-14	5.8	3	4	-9

# A draw from above in order of length of the SMILES, low to high:
# Every second line gives: BoNT-F LC inh	CCHF vOTU inh	PrPC TRFRET	DUSP3 inh	SSB-PriA inh	Rv3671c inh	BoNT-A LC inh2	MazF activator	Anthrax LF prot	SARS 3CLpro inh
12) CSc1nc(N)nc2c1ncn2Cc1ccccc1
 : 1	13	11	x	-3	x	-0.4	4	-1	x
8) O=[N+]([O-])c1ccccc1Nc1ccc(O)cc1
 : 3	7	-44	-2	47*	-1	-0.4	0	1	4
11) COc1cc(CNCc2c[nH]c3ccccc23)cc(OC)c1
 : -6	-5	3	5	1	-2	-0.7	-7	1	1

# The list continues:
# Every second line gives: BoNT-F LC inh	CCHF vOTU inh	PrPC TRFRET	DUSP3 inh	SSB-PriA inh	Rv3671c inh	BoNT-A LC inh2	MazF activator	Anthrax LF prot	SARS 3CLpro inh
21) Cc1ccc(C)c(NC(=O)C2(C)CCN2C(C)C)c1 (centres undefined)
 : -6	12	4	x	x	x	0.1	x	-4	x
22) CCn1cc(CN2CCC(C(=O)Nc3ccc(Oc4cccnc4)cc3)CC2)cn1
 : -1	4	1	16	-5	-11	-3.1	-1	-3	0
23) CCCCNC(=O)CCn1c(=O)c2ccccc2n(CC(=O)N2CC(C)CC(C)C2)c1=O (centres undefined)
 : 1	4	-1	-17	-6	1	0.1	1	1	-1
24) CCOc1ccc(-c2nc(S(=O)(=O)c3ccccc3)c(N3CCC(C(N)=O)CC3)o2)cc1
 : 17	5	5	5	-8	3	10	-6	4	3
25) CCCCn1c(=O)c(C(=O)Nc2ccsc2C(=O)OC)c(O)c2ccccc21
 : -1	-12	-2	-2	-12	5	-1.6	7	-1	-3
26) CC1CCC(NC(=O)CCS(=O)(=O)c2ccc3c(c2)NC(=O)CO3)CC1 (centres undefined)
 : -2	3	8	7	-4	4	3.0	5	-1	-5
27) CC(C)(C)c1cc(NC(=O)c2cccc([N+](=O)[O-])c2)no1
 : 4	x	x	25	2	0	0.4	6	-4	3
28) CCOC(=O)C1=C(COC(=O)C2(C)CC2(Cl)Cl)NC(=O)NC1c1ccccc1 (centres undefined)
 : 2	-9	2	31	-7	-8	0.7	-3	-4	0
29) CCOC(=O)C1(Cc2ccc(OC)cc2)CCN(C(=O)CCN2CCCC2=O)CC1
 : -8	-10	6	31	-11	3	-1.2	2	-6	4
30) O=C(O)C1=C(Nc2ccccc2)OCC1=O
 : 4	19	-2	-15	1	6	-2.7	1	-16	-2
31) NC(=O)CSc1nc(C23CC4CC(CC(C4)C2)C3)nc2ccccc12
 : 0	1	0	-21	2	-1	-1.0	2	-4	0
32) COC(=O)CCCSc1nccn1-c1ccccc1
 : 0	-14	4	18	13	-7	0.1	5	-1	0
33) Cc1cc(C)cc(OCC(=O)Nc2cccc(S(=O)(=O)NC3=NCCC3)c2)c1
 : 1	1	11	x	-8	6	0.3	12	-6	x
34) COC(=O)c1ccc2c(c1)C(C)(C)C(/C=C/c1ccc(O)cc1)=[N+]2C
 : -18	-47	5	-2	8	-332	3.7	-114	-2	5
35) Cc1ccccc1-n1c(Cn2c(=O)sc3ccccc32)nnc1SC(C)C
 : -5	1	1	30	5	3	-0.8	-2	-15	3
36) CN(Cc1ccccc1)S(=O)(=O)c1ccc(Cl)c(C(=O)NCCc2ccccn2)c1
 : -6	-11	-1	5	1	-5	0.0	2	-8	0
37) CC1CCN(S(=O)(=O)c2ccccc2)CC1
 : 0	5	-6	-14	-7	-6	1.7	10	6	-5
38) Cn1c(NC(=O)c2ccc(F)cc2)c(-c2cccs2)c(=O)c2ccccc21
 : 4	1	10	1	-16	0	0.3	4	-6	3
39) O=[N+]([O-])c1ccc(Cl)c(/C=N/n2c(-c3ccncc3)n[nH]c2=S)c1
 : u	-8	2	-8	x	10	4.3	0	37*	1
40) COc1ccc(Oc2nc3c(C)cccn3c(=O)c2/C=C(\C#N)C(N)=O)cc1
 : 16	-18	-2	-7	-1	-12	1.8	7	11	-2
41) COc1cccc(C(=O)Nc2ccc(N3CCN(C(=O)c4cccs4)CC3)cc2)c1
 : -8	5	4	-9	5	-6	-0.4	7	-4	0
42) CCc1cc(C(=O)N(CC)CC(=O)Nc2ccc(OC)cc2)sc1C
 : -1	1	1	x	-4	4	0.3	-5	-5	x
43) Cc1cc(OCC(=O)N2CCCC2)ccc1Cl
 : 19	11	-2	1	-7	0	2.3	2	7	-4
44) O=C(CSc1nnnn1-c1ccc2c(c1)OCCO2)OC1CCCCC1
 : 2	6	0	14	-26	-6	-0.2	-2	1	4
45) Cc1nc2ccc(F)cc2cc1C(=O)NC(C)C
 : -2	x	x	18	-13	-4	1.8	11	0	0
46) COc1ccc(CC(=O)N(CCC2=CCCCC2)c2c(N)n(Cc3ccccc3)c(=O)[nH]c2=O)cc1
 : 0	12	-5	x	x	x	0.4	-17	0	x
47) O=C(O)c1cn(-c2ccccc2)nc1-c1ccncc1
 : -9	13	5	4	-16	6	-0.1	-1	1	-2
48) C(=N\NC1=Nc2cccc3cccc1c23)/c1ccccc1
 : -7	-10	-6	2	x	-19	13	509*	4	4
49) COc1ccc(-c2nn(-c3ccccc3)cc2CNC[C@H]2O[C@@H](n3cnc4c(N)ncnc43)[C@H](O)[C@@H]2O)cc1
 : -2	16	-6	x	-5	9	0.0	9	-6	x
50) OCCN(Cc1ccccc1)Cc1ccccc1F
 : -6	-15	5	4	-13	-3	-0.9	-17	-5	-7
51) CC(C)Oc1cccc(C(=O)C2CCCN(C(=O)CCc3cnn(C)c3)C2)c1 (centres undefined)
 : -5	16	0	18	-7	1	-3.8	-2	0	1
52) CCOC(=O)c1cc(NC(=O)C2C3C=CC(O3)C2C(=O)O)cc(C(=O)OCC)c1 (centres undefined)
 : -13	-3	8	32	-5	-1	-3.4	4	-10	-2
53) O=C(NCc1ccc(F)cc1)C1CCN(S(=O)(=O)c2ccc(Br)s2)CC1
 : -43	-6	2	26	-21	-13	-3.8	3	0	0
54) O=C(N=C1c2ccccc2CN1c1ccc(F)cc1)c1ccc(Cl)nc1
 : -21	-15	-5	-1	-15	-4	-2.6	-3	-9	0

# These rows are one share of the data; count on the stated rates, not on these rows.
